# High-throughput results (PubChem)
# RECQ1 helicase = RECQ1 (human) helicase inhibition. P46063. RECQ1 DNA unwinding, red fluorescence kinetic read. Potency, µM (top dose mostly 57.3 µM), inactives show at the top dose activity, negative = inhibition, hits mostly inhibitors. 240,000 tested, 0.54% active;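 note: plate controls were vehicle for no effect and no enzyme for full effect; nearly all actives have a fitted effect of over 30% in size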
#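 50 nM RECQ1T1 preincubated 15 min with compound in Tris pH 8.0 buffer with MgCl2, DTT, Tween-20 and 2.5 ug/ml poly(dI-dC); started with 200 nM TAMRA/BHQ-2 forked duplex and 2 mM ATP. Unwinding read as fluorescence (525/598 nm), two reads 2 h apart.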
# SMN2 splice up = SMN2 splice variant enhancement. 210,000 tested, 2.8% active. Potency, µM (doses to about 46.1 µM), for the others: at the top dose activity change, positive = activation, actives largely listed as activators. HEK293 SMN2-luciferase splicing reporter, luminescence, 30-36 h; note: % of control where 0% means no effect; nearly all actives have a fitted effect of over 55% in size
#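 HEK293 cells carry an SMN2 minigene-luciferase reporter in which exon 7 inclusion puts luciferase in frame. Cells were seeded at 2000 cells/well, attached for 10-12 hours, then exposed to compounds for 30-36 hours at 37C before ONE-Glo luminescence.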
# KDM4E inh = JMJD2E (human) inhibition | B2RXH2 | 230,000 tested, 1.6% active | JMJD2E catalytic domain, FDH-coupled NADH fluorescence (FDH is formaldehyde dehydrogenase) | Potency, µM (top dose mostly 57.1 µM), for inactives: at the top dose activity change, negative = inhibition, most hits filed as inhibitors; active = well fitted inhibition curve with a large enough effect, not every such curve was filed as active; inconclusive = small, poorly fitted or top-dose-only effect, or another doubt; inactive = no such curve, though single readings can be large or run the other way;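 note: 0% = wells with enzyme and -100% = buffer wells without enzyme; nearly all actives have a fitted effect of over 50% in size; many of its hits are not listed in these tables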
# Target sequence (B2RXH2 1-337 limits assumed): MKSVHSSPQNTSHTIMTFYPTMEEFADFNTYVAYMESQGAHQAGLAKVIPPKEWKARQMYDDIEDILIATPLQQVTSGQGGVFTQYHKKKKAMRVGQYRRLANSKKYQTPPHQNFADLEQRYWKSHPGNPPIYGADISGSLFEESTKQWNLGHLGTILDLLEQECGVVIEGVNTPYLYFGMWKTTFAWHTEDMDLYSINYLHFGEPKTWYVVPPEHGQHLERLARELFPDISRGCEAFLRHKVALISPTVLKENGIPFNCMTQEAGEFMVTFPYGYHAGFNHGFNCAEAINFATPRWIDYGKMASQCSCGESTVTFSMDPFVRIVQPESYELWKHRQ
# Tau ThT inhib = tau fibrillization inhibition (ThT binding). recombinant tau K18 P301L (four-repeat tau fragment), heparin-induced fibrillization, ThT fluorescence. Potency, µM (titrated, usually from 57.4 µM), without a hit: top-dose activity, negative = inhibition, actives largely listed as inhibitors. 270,000 tested, 2.1% active. AID 1460; note: % is set by controls: 0 for no effect and ±100 for the full control effect; nearly all actives have a fitted effect of over 55% in size
# Target sequence (P10636 561-689 P618L limits assumed): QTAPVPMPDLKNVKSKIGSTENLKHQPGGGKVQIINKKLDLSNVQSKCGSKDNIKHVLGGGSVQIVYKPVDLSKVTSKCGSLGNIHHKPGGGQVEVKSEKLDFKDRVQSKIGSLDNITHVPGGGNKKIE
#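 Aggregation was driven by heparin (20 uM final) acting on recombinant tau […] bearing P301L in 100 mM sodium acetate pH 7; fibrils were detected with Thioflavin T.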
# Lamin A splicing = changes lamin A minigene splicing in HeLa cells. HeLa LMNA splicing GFP/RFP minigene ratio, 48 h. Potency, µM (top dose mostly 46.1 µM), inactives show top-dose ratio change, negative = inhibition, hits mostly inhibitors. 200,000 tested, 0.01% active. AID 1487; active = well fitted inhibition curve with a large enough effect in the signal ratio, with a control signal flat, not every such curve was filed as active; inconclusive = small, poorly fitted or top-dose-only effect, or effect the other way, or a change in a side signal; the % refers to the signal ratio; note: % is set by controls: 0 for no effect and ±100 for the full control effect
#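 Read-out is the ratio of GFP to DsRed2 object intensity, acquired by 488 nm laser-scanning cytometry on HeLa lamin A-EGFP minigene reporter cells. Compound incubation 48 hrs at 37 °C in Opti-MEM with 2% FBS; DMSO 0.5% final.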
# L3MBTL1 block = inhibitors of human L3MBTL1 | Q9Y468 | AlphaScreen L3MBTL1–H3K9me1 peptide binding | Potency, µM (titrated, usually from 57.1 µM), for the others: at the top dose activity, negative = inhibition, hits mostly inhibitors | 230,000 tested, 0.66% active | AID 485360; note: % is set by controls: 0 for no effect and ±100 for the full control effect; nearly all actives have a fitted effect of over 60% in size
#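 L3MBTL1 (50 nM) pre-complexed 30 min with biotinylated H3(1-15)K9me1 peptide (75 nM), then compounds added for 30 min at room temperature; AlphaScreen streptavidin donor/nickel chelate acceptor beads (10 ug/mL final) read after 30 min dark incubation.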
# ALDH1A1 block = inhibitors of human aldehyde dehydrogenase 1A1; 220,000 tested, 7.3% active; Potency, µM (doses to about 75.3 µM), without a hit: top-dose activity, negative = inhibition, most hits filed as inhibitors; P00352; Purified ALDH1A1, NADH fluorescence, propionaldehyde substrate; active = well fitted inhibition curve with a large enough effect, not every such curve was filed as active; inconclusive = small, poorly fitted or top-dose-only effect, or another doubt; inactive = no such curve, though single readings can be large or run the other way;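 note: plate controls were no enzyme wells and a reference inhibitor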
# Target sequence (P00352 whole entry, looked up): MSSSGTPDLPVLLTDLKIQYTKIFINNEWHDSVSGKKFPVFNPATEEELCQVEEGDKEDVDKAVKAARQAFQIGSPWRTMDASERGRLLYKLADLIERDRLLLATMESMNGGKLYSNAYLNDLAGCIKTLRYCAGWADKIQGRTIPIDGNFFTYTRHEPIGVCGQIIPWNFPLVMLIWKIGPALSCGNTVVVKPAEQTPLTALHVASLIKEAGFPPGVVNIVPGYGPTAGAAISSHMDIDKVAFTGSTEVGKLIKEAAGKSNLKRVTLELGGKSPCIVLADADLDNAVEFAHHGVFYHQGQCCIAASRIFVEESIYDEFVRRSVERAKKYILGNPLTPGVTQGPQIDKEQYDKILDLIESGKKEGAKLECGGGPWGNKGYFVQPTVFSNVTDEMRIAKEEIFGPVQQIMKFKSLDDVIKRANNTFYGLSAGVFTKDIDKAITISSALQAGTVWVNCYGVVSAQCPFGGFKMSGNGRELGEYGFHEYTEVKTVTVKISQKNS
# Luc counter = counter-screen: inhibitors of Kinase-Glo firefly luciferase | Kinase-Glo luciferase, ATP luminescence, 8 min | 200,000 tested, 0.28% active | Potency, µM (top dose mostly 38.3 µM), inactives show top-dose activity change, negative = inhibition, actives largely listed as inhibitors | AID 1379; note: % is set by controls: 0 for no effect and ±100 for the full control effect; nearly all actives have a fitted effect of over 60% in size
#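 Substrate mix (final 50 mM imidazole pH 7.2, 50 mM KCl, 7 mM MgCl2, 10 uM ATP, 0.01% Tween 20, 0.05% BSA) plus pin-tool compound, then Kinase-Glo detection mix; 8 min ambient, luminescence read.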
# Active calls of the source: *; i = inactive; ? = inconclusive; · = no result given; & = joins results of further samples; [ ] = dose if it differs, or a comment. Unless noted, calls come from the whole dose curve; as a rule, active = well fitted curve in the direction sought with a large enough effect; inconclusive = small, poorly fitted or top-dose-only effect, or another doubt; inactive = no such curve, though single readings can be large; an effect the other way counts as inactive or inconclusive. Potency is the fitted concentration of half-maximal effect. An excerpt; the hit share may differ from the screen's.
SMILES,RECQ1 helicase,SMN2 splice up,KDM4E inh,Tau ThT inhib,Lamin A splicing,L3MBTL1 block,ALDH1A1 block,Luc counter
CN(C(=O)COc1ccc(Cl)cc1Cl)c1nnc(C23CC4CC(CC(C4)C2)C3)s1,4%,7%,-3%,1%,-4%,5%,12%,0%
CC1=CCC(C(=O)O)C(C(=O)Nc2nc3ccc(S(C)(=O)=O)cc3s2)C1 (configuration not stated),-4%,9%,2%,1%,-13%,?,0.22µM*,1%
Nc1nc(-c2ccco2)nc(N2CCCCC2)n1,-5%,5%,-23%,10%,5%,-2%,?,-2%
O=C1C(Oc2ccc(Cl)cc2)C(c2ccc3c(c2)OCO3)N1CC1CCCO1 (configuration not stated),0%,·,-11%,15%,·,-14%,2%,-3%
COc1ccccc1NC(=S)NCCc1ccc(F)cc1,i,-5%,6%,-4%,-9%[9.22 µM],-2%,-3%,2%
O=S(=O)(c1ccc(S(=O)(=O)N2CCN(C/C=C/c3ccccc3)CC2)cc1)N1CCCC1,-10%,-4%,4%,-4%,7%,2%,5%,3%
O=C(NNS(=O)(=O)c1ccccc1F)c1sccc1-n1cccc1,i,1%,4%,-9%,?,·,-1%,3%
CCC(C)Sc1nc2c(c(=O)[nH]c(=O)n2C)n1CCc1ccccc1 (configuration not stated),-2%,-11%,7%,-8%,?,-8%,?,-1%
CC(C)[C@@H]1NC(=O)c2cc([N+](=O)[O-])cc(I)c2NCCC[C@@H](C(N)=O)NC(=O)[C@H](CO)NC1=O,i,11%,1%,-16%,6%,2%,-16%,-3%
CCOC(=O)C1CCN(c2nc3c(C)cccn3c(=O)c2/C=C(\C#N)S(=O)(=O)c2ccccc2)CC1,-5%,·,8%,-20%,·,-3%,·,·
CCN(CC)S(=O)(=O)c1cc(-c2nn(C)c(=O)c3ccccc23)ccc1C,-19%,-11%,-3%,-9%,5%,-21%,?,-1%
Nc1nc2ncc(CNc3ccc(C(=O)N[C@@H](CCC(=O)O)C(=O)O)cc3)nc2c(=O)[nH]1,0%[25.9 µM],-16%[20.6 µM],?,-12%,-9%,·,?,5%
COCCN(CC(=O)Nc1ccccc1C)S(=O)(=O)c1ccc(S(=O)(=O)N2CCCC2)cc1,-2%,-13%,19%,-5%,-7%,-2%,?,3%
COc1ccc(-c2nnc3sc(C(C)N4C(=O)c5ccccc5C4=O)nn23)cc1 (configuration not stated),10%,1%,-6%,10%,-8%,-21%,-2%,-1%
CCC1(CC)Cc2ccccc2C(N)=C1C#N,-2%,-9%,-3%,-10%,?,-5%,?,-3%
CCn1nc(C)c(NC(=O)c2ccc(Cl)cc2)c1C,-15%,13%,?,-2%,11%[46 µM],14%,-1%,-5%
Cc1oc(-c2ccccc2Cl)nc1CS(=O)CC(=O)NCc1cccs1 (configuration not stated),-12%,-6%,3%,-16%,6%,5%,-3%,2%
CC1CCCCC1NS(=O)(=O)c1ccc(S(=O)(=O)NCc2ccncc2)cc1 (configuration not stated),-17%,·,4%,?,?,52%[activator],-3%,·
COC(=O)CN1C(=S)N(c2ccc(Cl)cc2)C(=O)C1CC(=O)Nc1ccc(F)cc1 (configuration not stated),i,7%,-6%,2%,-4%,-4%,?,2%
O=C(CSc1nnc(-c2c[nH]c3ccccc23)o1)c1ccc(-c2ccccc2)cc1,-2%,-91%[inhibitor],-3%,11%,-7%,-13%,25%,11%
CCCCn1c(SCC(=O)N2CCCC2)nc2cc(S(N)(=O)=O)ccc21,-1%,11%,-22%,3%,·,37%[activator],-4%,2%
CCOC(=O)C1CCCN(S(=O)(=O)c2cc(OCC(=O)NC3CCCCC3)c(C)cc2Cl)C1 (configuration not stated),-8%,-49%[inhibitor],-1%,-18%,?,·,7.1µM*,3%
O=C1CC(C(=O)NC2CCCCC2)C2(CCCCC2)O1 (configuration not stated),-2%,·,-6%,-4%,8%[46 µM],7%,4%,1%
COc1cccc(C(=O)Nc2nc(SCc3ccc(Cl)cc3)n[nH]2)c1,-1%,·,-8%,-15%,·,-2%,·,·
O=C(Nc1cnn(Cc2ccc(Cl)cc2Cl)c1)c1cc(-c2cccs2)on1,-2%,-27%,-11%,-4%,?,-4%,?,-8%
# (list continues)
SMILES,RECQ1 helicase,SMN2 splice up,KDM4E inh,Tau ThT inhib,Lamin A splicing,L3MBTL1 block,ALDH1A1 block,Luc counter
O=C(NCc1cccnc1)/C(=C/c1ccc(-c2ccc(Cl)cc2)o1)S(=O)(=O)c1ccccc1,i,-87%[inhibitor],-2%,?,?,-9%,?,-2%
COc1ccc(CN2CCN(S(=O)(=O)c3ccc(NC(C)=O)cc3)CC2)cc1OC,-2%,-34%[inhibitor],?,-1%,?,-1%,?,0%
Cc1csc(=Nc2c(C)n(C)n(-c3ccccc3)c2=O)n1Cc1ccccc1,1%,-25%,0%,-11%,?,-8%,3%,-4%
c1ccc2c(c1)ccc1ncccc12,-1%&9%,4%&2%,-22%,-13%,·,·,1%&-15%,-1%
O=C(OCC(=O)N1N=C(c2ccc(Cl)cc2)CC1c1ccco1)c1ccco1 (configuration not stated),-5%,-7%,?,-12%,-21%[46 µM],-21%,-15%,3%
COc1ccc(C(=O)N2CCN(S(=O)(=O)c3cc(Cl)ccc3OC)CC2)cc1,0%,-23%,-7%,-2%,4%,4%[11.4 µM],0%,0%
CCCCNC(=S)Nc1ccccc1Cc1ccccc1,-4%,19%,-3%,-7%,?,-7%,4%,3%
CCOc1ccccc1C1CC(=O)Nc2c1c(=O)n(C)c(=O)n2C (configuration not stated),-15%,1%,-9%,-4%,4%,·,-7%,1%
O=C(NC(=S)NCCN1CCOCC1)c1cccc(Cl)c1,-3%,-10%,1%,-11%,21%,1%,6%,-1%
O=C(C1CCCN(S(=O)(=O)Cc2ccccc2)C1)N1CCC(Cc2ccccc2)CC1 (configuration not stated),-1%,-58%[inhibitor],-4%,?,?,·,?,17%
O=C(CN(C1CCCCC1)S(=O)(=O)c1ccc(F)cc1)NCc1ccncc1,3%,·,-1%,4%,-2%,-11%,?,·
O=C(/C=C/c1ccco1)NC1=NCCS1,3%,8.9µM*,?,?,?,-5%,?,-15%
CCOC(=O)C1CCN(S(=O)(=O)c2ccc(NC(=O)OC)cc2)CC1,-16%,-3%,2%,9%,-17%,·,9%,-1%
CCOC(=O)Nc1cccc(Nc2ccccc2)c1,-7%,0%,-10%,?,?,-9%,-6%,-2%
Cc1sc2c(c1C)C(=O)/C(=C\Nc1ccncc1)S(=O)(=O)N2C,-8%,·,-1%,5%,·,24%,·,·
CCOC(=S)SCC(=O)Nc1nc(-c2ccc(Br)cc2)cs1,-15%,-8%,3%,-10%,?,8%,0%,-2%
C/C(=N\N=C1\NC(=O)CC(C(=O)O)S1)c1ccc(F)cc1 (configuration not stated),-4%,-22%,-6%,0%,-10%,-3%,-10%,-1%
CS(=O)(=O)N1CCN(C2CCN(Cc3ccccc3)CC2)CC1,?,?,25%,-2%,-1%,·,14%,5%
CS(=O)(=O)c1ccc(Sc2nc3ccccc3s2)c([N+](=O)[O-])c1,-12%,?,6%,?,?,-13%,6%,3%
CC(CN1CCN(C)CC1)OC(=O)c1ccccc1Cl (configuration not stated),-5%,-7%,2%,0%,2%,3%,4%,-2%
CC(C)=CCN1CCN(Cc2cccc3c2OCO3)CC1CCO (configuration not stated),-3%,·,-5%,-8%,10%[46 µM],-2%,0%,-5%
COc1ccc(CCNC(=O)Cn2c(=O)n(-c3ccc(C)c(F)c3)c(=O)c3sccc32)cc1OC,14%,-24%,-8%,-10%,10%[46 µM],·,6.3µM*,-3%
COc1ccc(/C=N/NC(=O)Nc2cccc3nsnc23)cc1,7%,3%,-1%,12%,-13%,-12%,-5%,-4%
CCOC(=O)Cc1nnc(NC(=O)C(CC)Sc2nncn2C)s1 (configuration not stated),-5%,3%,-5%,-8%,-15%,3%,-11%,3%
O=C(O)[C@H](Cc1ccccc1)NC(=O)N1CCOCC1,-5%,·,3%,-17%,5%,8%,13%,·
# The results go on:
SMILES,RECQ1 helicase,SMN2 splice up,KDM4E inh,Tau ThT inhib,Lamin A splicing,L3MBTL1 block,ALDH1A1 block,Luc counter
CCCCNc1c([N+](=O)[O-])cc(C(=O)O)cc1[N+](=O)[O-],-5%,-5%,0%,?,6%,-3%,-1%,-1%
Cc1nn(C)c(Cl)c1C(=O)NC(C(=O)O)c1ccccc1 (configuration not stated),2%,·,7%,-5%,·,2%,?,8%
CCN(CC)CC(=O)Nc1scc2c1c(=O)oc1ccccc12,i,·,-3%,-11%,·,2%,·,·
CCOC(=O)c1nc(Nc2ccc(Nc3ccccc3)cc2)c2ccccc2n1,-21%,-58%[inhibitor],-6%,5µM*,·,·,-11%,-5%
c1ccc(C2c3[nH]c4ccccc4c3CCN2Cc2cccn2-c2cccnc2)nc1 (configuration not stated),i,3%,14µM*,?,·,?,?,-1%
COc1ccccc1NC(=O)COC(=O)c1ccc2c(c1)nc(C)n2-c1ccccc1,-4%,6%,5%,9%,?,-2%,?,-6%
CCOC(=O)C1=C(C)NC(SCC(=O)O)=C(C#N)C1c1ccco1 (configuration not stated),i,15%,?,-10%,0%,2%,?,7%
CN(C)c1ccc(/C=C/C=N/Nc2nc(N3CCOCC3)nc(N3CCOCC3)n2)cc1,-4%,4%,?,?,-11%[46 µM],·,8%,-1%

# Quoted from above for reference:
SMILES,RECQ1 helicase,SMN2 splice up,KDM4E inh,Tau ThT inhib,Lamin A splicing,L3MBTL1 block,ALDH1A1 block,Luc counter
CN(C(=O)COc1ccc(Cl)cc1Cl)c1nnc(C23CC4CC(CC(C4)C2)C3)s1,4%,7%,-3%,1%,-4%,5%,12%,0%
CC1=CCC(C(=O)O)C(C(=O)Nc2nc3ccc(S(C)(=O)=O)cc3s2)C1 (configuration not stated),-4%,9%,2%,1%,-13%,?,0.22µM*,1%
Nc1nc(-c2ccco2)nc(N2CCCCC2)n1,-5%,5%,-23%,10%,5%,-2%,?,-2%
O=C1C(Oc2ccc(Cl)cc2)C(c2ccc3c(c2)OCO3)N1CC1CCCO1 (configuration not stated),0%,·,-11%,15%,·,-14%,2%,-3%
